Screening results (PubChem BioAssay)
VEEV TC-83 Vero: inhibitors of VEEV TC-83 cytopathic effect, confirmation, Vero cells (AID 588727) | Vero cells, VEEV TC-83 cytopathic effect inhibition; higher % means a stronger effect | inhibition, % at 20 µM, or IC50 in µM where a hit was titrated | hit rate 0.13% among 350,000; in the data active = a potency from the dose series; inconclusive = inhibition mostly from about 14% at the one dose, without a potency; inactive = the rest, 99 in 100 with inhibition below about 12%; note: strong numbers were not always called active
H1N1 NS1A inhibition: H1N1 influenza NS1A inhibitors, functional cell based assay (AID 504329). NS1A functional cell-based assay, percent inhibition; higher % means a stronger effect. one-dose inhibition, % at 12.5 µM; IC50 in µM for titrated hits. hit rate 0.3% among 340,000; in the data active = a potency from the dose series; inconclusive = inhibition above about 27% without an active follow-up result; note: strong numbers were not always called active
M. tuberculosis HTS: M. tuberculosis growth inhibition, HTS (AID 449762). M. tuberculosis H37Rv growth inhibition, 7H9 media; higher % means a stronger effect. one-dose inhibition, % at 25 µM; IC50 in µM for titrated hits. hit rate 0.59% among 330,000; in the data active = a potency from the dose series; inconclusive = inhibition above about 70% without an active follow-up result;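 note: bacterial growth assessed after seven days of incubation; strong numbers were not always called active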
tuberculosis growth: growth inhibition of non-replicating M. tuberculosis (AID 488890) | inhibition, % at 25 µM, or IC50 in µM where a hit was titrated | hit rate 0.39% among 320,000 | Mycobacterium tuberculosis non-replicating, growth inhibition; higher % means a stronger effect; in the data active = a potency from the dose series; inconclusive = inhibition mostly from about 82% at the one dose, without a potency; inactive = the rest, 99 in 100 with inhibition below about 76%;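 note: plate controls were DMSO cells for no effect and high antibiotic wells for full effect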
Salmonella PhoP GFP: Inhibition of PhoP regulon, Salmonella typhi GFP reporter cells, confirmation, 4 h (AID 1850); Salmonella Typhi PhoP-promoter GFP reporter, fluorescence, 4 h; higher % means a stronger effect; inhibition, % at 50 µM; hits with a dose series show IC50 in µM; hit rate 0.33% among 310,000; in the data active = a potency from the dose series; inconclusive = inhibition mostly from about 25% at the one dose, without a potency; inactive = the rest, 99 in 100 with inhibition below about 19%;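 note: 0% = induced wells with vehicle and 100% = uninduced wells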
VEEV TC-83 Vero 10K pilot screen: recorded beside VEEV TC-83 Vero, whose call it bears; inhibition, %; measured here: 10K pilot screen inhibition
The depositor's hits bear a star; i = inactive; u = inconclusive; x = not tested or not shown.

SMILES | VEEV TC-83 Vero | H1N1 NS1A inhibition | M. tuberculosis HTS | tuberculosis growth | Salmonella PhoP GFP | others
CCN1/C(=C\C(C)=O)Sc2ccc(OC)cc21 | 1.0% | 8% | 2% | 15% | -1%
CCNc1nc(NOC)nc(OCC#N)n1 | 0.5% | 2% | 6% | 22% | -3%
O=C(O)CN1C(=O)c2cccc(Oc3ccc(Cl)cc3)c2C1=O | 0.3% | 16% | -1% | 1% | -3%
COc1ccc(N=Nc2ccc(CO)cc2)cc1 | 2.5% | 16% | 9% | 30% | -10%
CC(C)(C)NC(=O)CSc1nc2ccc(NC(=O)CSc3nnnn3Cc3ccccc3)cc2s1 | 7.6% | 6% | -3% | 6% | 21%
CCc1cc2c(=O)[nH]c(-c3ccccn3)nc2s1 | u | 14µM* | u | u | -10%
CC(=O)NC(Cc1ccccc1C)C(=O)NC1CCN(C(=O)c2cccc(C)c2)CC1 (stereo not drawn) | 0.3% | -2% | -6% | 6% | 3%
Cc1noc(C)c1C(=O)NCCc1c(C)[nH]c2ccccc12 | 1.6% | -3% | -3% | 23% | 10%
COc1ccc2c(C)c(CC(=O)N3C[C@H]4C[C@@H](C3)c3cccc(=O)n3C4)c(=O)oc2c1 | 0.4% | 1% | -12% | -2% | 0%
Cc1ccccc1NC(=O)N1CCN(c2ncccn2)CC1 | i | 5% | -3% | 1% | 21%
COc1c(Cl)cnn(-c2ccc(Cl)c(Cl)c2)c1=O | 0.8% | 4% | -2% | -2% | 12%
CCN(CC1COc2ccccc2O1)C(=S)Nc1ccccc1 (stereo not drawn) | i | -15% | -13% | 12% | 1%
c1ccc(-c2nnnc3ccccc23)cc1 | 0.5% | -4% | -4% | -8% | -4%
NC(=O)c1c(NC(=O)CN2C(=O)CCC2=O)sc2c1CCCCC2 | 0.5% | 7% | 1% | x | 0%
CC(C)c1cccc(C(C)C)c1NC(=O)c1ccc(OCC(=O)NCc2ccccc2)cc1 | x | x | -9% | -8% | 5%
COC(=O)CSc1nc2c(c(-c3ccc(C)o3)c1C#N)CCCC2 | 2.1% | 1% | u | u | 4%
CCOc1ccc(NC(=O)c2sccc2-n2cccc2)cc1 | i | 7% | 1% | 45% | -4% | VEEV TC-83 Vero 10K pilot screen=1.3
O=C(CSc1ccsc1[N+](=O)[O-])NCc1ccccc1 | 1.5% | 0% | 0% | 56% | 0%
COC(=O)C1C(=O)OC(C)(C)C1C(C)C(=O)c1ccccc1 (stereo not drawn) | i | -5% | 1% | 8% | 8%
COc1ccc(NS(=O)(=O)c2ccc3c(c2)N(C(C)=O)CCS3)cc1 | 0.0% | -4% | 4% | 20% | -5%
COc1ccccc1NC(=O)COC(=O)C1CC1 | 4.9% | -6% | 9% | 38% | 5%
O=C(COc1ccc2c3c(c(=O)oc2c1)CCC3)NCC1CCC(C(=O)O)CC1 (stereo not drawn) | i | 2% | -1% | -8% | 7%
N#Cc1c(SCC(=O)OCc2ccccc2)nsc1SCC(=O)OCc1ccccc1 | i | -2% | 14% | u | -8%
COc1cc2c(cc1OC)C(C(=O)N1CCOCC1)C(c1cccs1)N(C)C2=O (stereo not drawn) | 1.1% | 5% | -9% | -10% | 22%
COc1ccc(NC(=O)N2Cc3ccccc3CC2C(=O)NC(C)(C)C)cc1 (stereo not drawn) | 1.8% | 7% | -1% | -6% | 3%

Compounds from the list above containing a cyano group:
SMILES | VEEV TC-83 Vero | H1N1 NS1A inhibition | M. tuberculosis HTS | tuberculosis growth | Salmonella PhoP GFP | others
CCNc1nc(NOC)nc(OCC#N)n1 | 0.5% | 2% | 6% | 22% | -3%
COC(=O)CSc1nc2c(c(-c3ccc(C)o3)c1C#N)CCCC2 | 2.1% | 1% | u | u | 4%
N#Cc1c(SCC(=O)OCc2ccccc2)nsc1SCC(=O)OCc1ccccc1 | i | -2% | 14% | u | -8%

Reprinted at random: 3 entries already listed
SMILES | VEEV TC-83 Vero | H1N1 NS1A inhibition | M. tuberculosis HTS | tuberculosis growth | Salmonella PhoP GFP | others
COC(=O)CSc1nc2c(c(-c3ccc(C)o3)c1C#N)CCCC2 | 2.1% | 1% | u | u | 4%
COC(=O)C1C(=O)OC(C)(C)C1C(C)C(=O)c1ccccc1 (stereo not drawn) | i | -5% | 1% | 8% | 8%
N#Cc1c(SCC(=O)OCc2ccccc2)nsc1SCC(=O)OCc1ccccc1 | i | -2% | 14% | u | -8%

Other structures follow:
SMILES | VEEV TC-83 Vero | H1N1 NS1A inhibition | M. tuberculosis HTS | tuberculosis growth | Salmonella PhoP GFP | others
CCOc1ccccc1NS(=O)(=O)c1cc2c3c(c1)CC(=O)N3CCC2 | i | -2% | 1% | 23% | 6%
Cc1ccc(-c2csc(Nc3ccccn3)n2)cc1 | 3.7% | -2% | 10% | 72% | -5%
COc1cccc(OCc2cc(C(=O)N3CCN(C(=O)c4ccco4)CC3)no2)c1 | 1.9% | 3% | 2% | 9% | 3%
COc1cc(C2CC(=O)Nc3c2c(=O)nc2c(C)cccn32)cc(OC)c1OC (stereo not drawn) | 1.2% | -15% | 2% | 5% | 2%
CNc1nnc(-c2ccc(N(C)C)cc2)s1 | 2.4% | 4% | 4% | 24% | 10%
C=CCN1C(=O)c2cccc3c(Br)ccc(c23)C1=O | 0.9% | -2% | -4% | -9% | 6%
Cc1ccc2cc(C#N)c(SCC(=O)N3CCCC3)nc2c1 | i | 10% | 6% | 26% | -3%
CCOC(CNC(=O)C1CCN(S(=O)(=O)c2ccc3nc4c(c(C(=O)O)c3c2)CCCCC4)CC1)OCC | 2.4% | -6% | 3% | -15% | 8%
CCOC(=O)c1[nH]c(C)c(C(=O)OCC(=O)N(Cc2ccccc2)C(C)C)c1C | 9.8% | 4% | -1% | 20% | x
COc1ccc(NC(C(=O)Nc2cccc(C(C)=O)c2)c2ccccc2)cc1 (stereo not drawn) | i | 24% | 17% | 15% | -7%
COC(=O)c1cc(OC)ccc1-c1ccc(OC)cc1 | i | 3% | 8% | 14% | -7%
CC(C)CNS(=O)(=O)c1ccc(CCC(=O)NCc2ccncc2)cc1 | i | -7% | -2% | 3% | -4%
CCCCN(C)C(=O)CSc1nc(NCc2ccc(OC)cc2)c2ccccc2n1 | i | 7% | -6% | 39% | -1%
COc1ccccc1NC(=O)CNC(=O)c1ccc(F)cc1 | 3.3% | -1% | -7% | -20% | 9%
O=C(Nc1ccccc1C(=O)N1CCOCC1)c1ccncc1 | i | -9% | -2% | -2% | 3%
Oc1ccc(Br)cc1-c1ccnn1-c1ccccc1 | i | 6% | 4% | 39% | 2%
CN(CCCC(=O)Nc1ccc(OC(F)F)cc1)S(=O)(=O)c1ccc(F)cc1 | i | 7% | -4% | 40% | 4%
COc1cc(C(=O)Oc2c(CN3CCOCC3)cc(Cl)c3cccnc23)cc(OC)c1OC | 9.4% | 20µM* | u | x | 5%
CCC(C)[C@H](NC(=O)C1CC(=O)N(c2ccc3c(c2)OCCO3)C1)C(=O)N1CCCCC1 (stereo partly drawn) | 1.4% | -10% | 4% | 7% | 13%
CCOc1cc(C=O)ccc1OCC(N)=O | 0.3% | -7% | -3% | -4% | 0%
Cc1cc(/C=C2\SC(=O)N(C)C2=O)c(C)n1-c1ccc(S(N)(=O)=O)cc1 | 1.9% | -2% | -3% | 12% | -5%
CC(=O)N1CCN(C(=O)c2ccc3c(c2)S(=O)(=O)c2ccccc2C3=O)CC1 | 0.9% | -12% | -9% | 0% | -9%
COc1ccc(C(C)(C)C)cc1NC(=O)COC(=O)C1=NNC(=O)CC1 | i | -21% | 0% | 14% | x
CCOc1cccc(-c2nn3c(-c4ccccn4)nnc3s2)c1 | 4.2% | -2% | -12% | 16% | x
CCOC(=O)C1=C(N)N(c2ccc(N3CCCCC3)cc2)C(=O)C1 | 1.3% | -12% | 6% | -10% | 3%

The closing 2 compounds of the section before open the next one:
SMILES | VEEV TC-83 Vero | H1N1 NS1A inhibition | M. tuberculosis HTS | tuberculosis growth | Salmonella PhoP GFP | others
CCOc1cccc(-c2nn3c(-c4ccccn4)nnc3s2)c1 | 4.2% | -2% | -12% | 16% | x
CCOC(=O)C1=C(N)N(c2ccc(N3CCCCC3)cc2)C(=O)C1 | 1.3% | -12% | 6% | -10% | 3%
CC(NCc1ccccc1OC1CCCC1)c1ccccc1 (stereo not drawn) | i | -6% | 2% | 29% | 7%
COc1ccc(CNC(=O)CN(C(=O)CCC(=O)Nc2ccccn2)c2ccc(C)cc2)cc1 | 0.7% | -9% | 3% | 2% | 9%
CCOC(=O)N1CCC(NC(=O)CS(=O)Cc2nc(-c3ccc(Cl)cc3)oc2C)CC1 (stereo not drawn) | 1.7% | 6% | -1% | 18% | 5%
CC1CC1C(=O)Nc1ccc(S(=O)(=O)N2CCCCC2)cc1 (stereo not drawn) | 4.3% | -2% | x | x | x
O=C(Cc1ccc(F)cc1)N/N=C/c1ccc2c(c1)OCO2 | 0.4% | -7% | -8% | -9% | -9%
COc1ccc(C)cc1NC(=O)C1CCCN1S(=O)(=O)c1ccc2c(c1)CCC(=O)N2 (stereo not drawn) | 1.8% | 14% | 0% | 4% | 0%
CC(=O)C(=Cc1ccc(C(=O)O)cc1)C(C)=O | 0.8% | -5% | -2% | -9% | -6%
COc1ccc(NC(=O)COC(=O)CNS(=O)(=O)/C=C/c2ccccc2)cc1OC | 2.4% | -9% | -8% | -14% | x
Cc1cccc(NC(=O)C2CCN(S(=O)(=O)c3cccs3)CC2)n1 | 1.6% | 8% | -3% | 6% | 7%
CC(C)CCn1c(-c2nonc2N)nc2ccccc21 | i | 5% | 1% | -12% | -2%
Cn1c(SCc2ccc(F)cc2)nnc1-c1cccs1 | 0.1% | -1% | 4% | 72% | 7%
O=C1CCCC(=O)N1c1ccc(N2CCN(c3ccccc3)CC2)c([N+](=O)[O-])c1 | 1.8% | 3% | -5% | -1% | -10%
CC(C)C(=O)Nc1cccc(NC(=S)NC(=O)C(c2ccccc2)c2ccccc2)c1 | 1.2% | -6% | 9% | 33% | 1%
CCS(=O)(=O)c1ccc(C(=O)NC2CC2)c(Cl)c1Cl | 0.9% | 1% | 3% | -7% | 3%
COCc1cc(=O)[nH]c2cc(NC(=O)C3CC3)c(C)cc12 | 3.1% | -3% | -1% | -13% | -5%
CC(C)(C)Nc1nc(C(N)=O)nc(N2CCOCC2)n1 | 0.6% | 3% | 3% | -11% | -2% | VEEV TC-83 Vero 10K pilot screen=11
O=C(N/N=C/c1ccc(O)cc1)c1[nH]c2ccc(Br)cc2c1-c1ccccc1 | 6.0% | -1% | u | 77% | -2%
CCCn1c2ccccc2c2cnn(CC(=O)NCCCN3CCCC(C)C3)c(=O)c21 (stereo not drawn) | i | 1% | 5% | 13% | 6%
CC(C)(C)CC(=O)Nc1cc2c3c(c1)CC(=O)N3CCC2 | 1.1% | 8% | 4% | -4% | 5%
COc1cc(/C=C2\C(=N)N3N=C(S(C)(=O)=O)SC3=NC2=O)cc(OC)c1OCCOc1ccc(C)cc1 | 3.8% | 2% | -2% | 7% | -1%
